RAD54 inh = inhibitors of human RAD54 branch migration, primary screen, biochemical, fluorescence, single point; DNA repair and recombination protein RAD54-like (Homo sapiens), Q92698; RAD54 Holliday junction branch migration, FAM/BHQ fluorescence; inhibition, % at 10.4 µM; actives 0.14% (n = 360,000); AID 602329, 2012;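 active = mean normalized replicate activity at least 40 and at least half of replicates scoring 40 or more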;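 also: 0% = median of neutral control wells and 100% = median of positive control wells; inhibitors cause a drop in the FAM fluorescence signal; in these data hits start at about 50%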
ARNT TACC3 PPI = disruptors of ARNT/TACC3 protein interaction, primary screen, biochemical, AlphaScreen, single concentration. Transforming acidic coiled-coil-containing protein 3 (Homo sapiens), Q9Y6A5. AlphaScreen His-ARNT PAS-B/GST-TACC3 binding, luminescence; TACC3 fragment carries E629A point mutation. inhibition, % at 9.99 µM. actives 0.66% (n = 390,000);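 active = mean inhibition of replicates at least 50% and at least half of replicates each reaching 50%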;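 also: 0% = complete ARNT plus TACC3 wells and 100% = ARNT alone without TACC3; many hits fall short of the cut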
E-selectin induc = E-selectin induction in HUVECs, primary screen, imaging, HUVEC, immunofluorescence imaging, single point; activation, % at 7.58 µM; actives 0.37% (n = 260,000); normalized: neutral wells 0, TNF-alpha wells 100;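 active = mean E-selectin-positive cell signal at least 10% of the positive control, reached in at least 60% of replicates, without over 20% cell loss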;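 also: in these data hits start at about 27%; measured in HUVEC primary endothelial cells; signal is the percent of cells scored E-selectin positive by PE staining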
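Test system: HUVEC; input: 3,000 HUVEC/well; measured by: immunofluorescence imaging; read-out: % PE-positive cells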
ERp5 block = inhibitors of ERp5-driven insulin aggregation, primary screen, biochemical, turbidity, absorbance 650 nm, single point | inhibition, % at 9.99 µM | 90 min | AID 651711, 2012 | actives 0.05% (n = 350,000);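 active = mean replicate inhibition above about 25%, with every replicate also reaching it, limit read from the data, passing the limit was not always enough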
Target sequence (Q15084 whole entry, looked up): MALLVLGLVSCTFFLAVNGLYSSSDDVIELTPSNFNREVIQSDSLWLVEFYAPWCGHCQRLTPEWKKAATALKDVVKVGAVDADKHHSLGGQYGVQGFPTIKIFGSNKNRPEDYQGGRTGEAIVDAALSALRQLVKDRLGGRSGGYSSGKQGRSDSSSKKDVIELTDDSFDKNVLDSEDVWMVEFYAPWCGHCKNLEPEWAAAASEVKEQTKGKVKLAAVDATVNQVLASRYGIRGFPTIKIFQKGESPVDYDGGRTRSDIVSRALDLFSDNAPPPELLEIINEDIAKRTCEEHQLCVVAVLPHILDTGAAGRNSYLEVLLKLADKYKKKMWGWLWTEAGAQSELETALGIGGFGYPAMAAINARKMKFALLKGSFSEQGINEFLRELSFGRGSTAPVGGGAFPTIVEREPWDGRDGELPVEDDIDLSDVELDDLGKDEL
esBAF inh = Bmi1 luciferase reporter increase in mESCs, primary screen, esBAF inhibitor project, mouse ES cells, Bmi1 luciferase knock-in, single point; AID 602393, 2012; 24 h; 100% = twice the neutral-well signal; actives 2% (n = 350,000); reporter increase, % at 12.5 µM; in the data active = activation above about 40%;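 also: 0% = median of the plate's neutral control wells and 100% = double that signal; a rise in the Bmi1 reporter signal indicates esBAF inhibition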
PglD DTNB = C. jejuni PglD acetyltransferase inhibitors, primary screen, biochemical, DTNB colorimetric, single point; actives 0.098% (n = 360,000); inhibition, % at 12.5 µM; purified PglD enzyme, DTNB colorimetric CoA detection; UDP-N-acetylbacillosamine N-acetyltransferase PglD (Campylobacter jejuni); AID 602405, 2012; in the data active = inhibition above about 16%, passing the limit was not always enough; also: strong numbers were not always called active
RAD52 inh = RAD52 DNA annealing inhibitors, primary screen, biochemical, FRET, single point, set 2 | AID 651710, 2012 | inhibition, % at 18.7 µM | actives 0.46% (n = 360,000) | recombinant RAD52 DNA annealing, FRET fluorescence | DNA repair protein RAD52 homolog (Homo sapiens), P43351;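 active = every replicate showing at least 50% inhibition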
Target sequence (P43351 whole entry, looked up): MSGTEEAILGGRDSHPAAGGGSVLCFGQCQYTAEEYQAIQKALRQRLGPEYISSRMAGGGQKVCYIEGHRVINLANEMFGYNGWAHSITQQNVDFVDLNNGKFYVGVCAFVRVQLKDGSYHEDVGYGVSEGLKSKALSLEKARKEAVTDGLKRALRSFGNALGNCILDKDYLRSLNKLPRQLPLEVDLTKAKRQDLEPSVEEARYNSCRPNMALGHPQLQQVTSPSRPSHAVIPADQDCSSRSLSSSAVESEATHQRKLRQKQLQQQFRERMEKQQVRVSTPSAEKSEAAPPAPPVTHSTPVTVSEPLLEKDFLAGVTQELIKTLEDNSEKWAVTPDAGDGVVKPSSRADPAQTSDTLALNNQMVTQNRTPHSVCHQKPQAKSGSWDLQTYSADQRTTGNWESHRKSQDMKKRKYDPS
CASP6 VEID inh = human caspase-6 inhibitors, primary screen, biochemical, VEID-R110 fluorescence, single point, set 2 | inhibition, % at 12.5 µM | purified caspase-6, Z-VEID-R110 cleavage fluorescence | actives 0.53% (n = 350,000) | P55212;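 active = mean inhibition across replicates at least about 35%, with every replicate also reaching that limit, limit read from the data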;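 also: 0% = median of neutral control wells and 100% = no fluorescence left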
* marks the source's active call; other numbers are inactive results; x = not tested or not shown.

Preview:
Order of values – esBAF inh	ERp5 block	RAD54 inh	PglD DTNB	ARNT TACC3 PPI	E-selectin induc	CASP6 VEID inh	RAD52 inh
> COc1ccc(S(=O)(=O)N(C)C[C@@H]2OCCCC[C@@H](C)Oc3ccc(NC(=O)Nc4ccc(C(F)(F)F)cc4)cc3C(=O)N([C@H](C)CO)C[C@H]2C)cc1
→ -2.0	7.0	0.8	1.2	-20.9	1.1	1.1	12.6
> CCCN1C(=O)CC(C(=O)OC)=C1C
→ -12.5	x	2.7	3.3	17.1	x	x	x
> NC(=O)C1CC2(C1)CC(C(N)=O)C2 (stereo unspecified)
→ -8.0	0.0	-1.8	-3.2	x	0.1	-7.8	0.0
> CCCc1[nH]nc2c1C(c1ccsc1)C(C#N)=C(N)O2 (stereo unspecified)
→ x	-2.0	x	x	-9.9	x	-2.0	-10.4

Results, repeating the preview:
Order of values – esBAF inh	ERp5 block	RAD54 inh	PglD DTNB	ARNT TACC3 PPI	E-selectin induc	CASP6 VEID inh	RAD52 inh
> COc1ccc(S(=O)(=O)N(C)C[C@@H]2OCCCC[C@@H](C)Oc3ccc(NC(=O)Nc4ccc(C(F)(F)F)cc4)cc3C(=O)N([C@H](C)CO)C[C@H]2C)cc1
→ -2.0	7.0	0.8	1.2	-20.9	1.1	1.1	12.6
> CCCN1C(=O)CC(C(=O)OC)=C1C
→ -12.5	x	2.7	3.3	17.1	x	x	x
> NC(=O)C1CC2(C1)CC(C(N)=O)C2 (stereo unspecified)
→ -8.0	0.0	-1.8	-3.2	x	0.1	-7.8	0.0
> CCCc1[nH]nc2c1C(c1ccsc1)C(C#N)=C(N)O2 (stereo unspecified)
→ x	-2.0	x	x	-9.9	x	-2.0	-10.4
> C/C=C/c1cccc(-c2nc(C(=O)NC3CCC3)cc3c2[C@H](CCO)N(S(=O)C(C)(C)C)C3)c1 (stereo partly specified)
→ -4.7	3.6	3.5	-5.6	x	0.0	4.5	-18.3
> CCCN(C)C[C@H]1Oc2cc(-c3cncnc3)ccc2S(=O)(=O)N([C@@H](C)CO)C[C@H]1C
→ -0.9	3.6	-4.0	6.8	-7.1	-0.2	-4.8	3.0
> Cc1ccc(S(=O)(=O)N2CC(O)CC2C(=O)OCC(=O)c2ccccc2Cl)cc1C (stereo unspecified)
→ x	x	0.2	3.5	0.8	1.6	x	x
> CCOC(=O)N1CCN(Cc2nc(-c3ccccc3)no2)CC1
→ 18.8	x	-3.9	-5.0	-9.9	x	x	x
> O=C(NCCCn1ccnc1)c1cc(-c2ccncc2)nc2ccccc12
→ -5.5	3.3	2.9	-2.7	-2.4	0.1	-9.4	-28.2
> COc1ccc(NC(=O)N(C)C[C@H]2OCCCC[C@@H](C)Oc3ccc(NC(=O)C4CCCCC4)cc3C(=O)N([C@H](C)CO)C[C@@H]2C)cc1
→ -3.0	-4.7	-3.9	0.6	-1.5	-0.1	1.7	-7.6
> CC1=NN(C(N)=S)C(=O)C1N=Nc1ccccc1 (stereo unspecified)
→ x	0.9	x	x	-1.1	5.4	1.1	3.4
> O=C(NC1CCC(=O)N(CCSc2ccccc2)CC1)OCc1ccccc1 (stereo unspecified)
→ 18.4	2.9	-3.8	-2.5	1.5	x	0.4	-8.6
> O=C(/C=C/c1cccs1)NC(=S)NNC(=O)Cc1cccs1
→ 3.0	x	0.7	3.3	21.2	x	x	x
> COc1cccc(C(=O)N(Cc2nc(-c3cccc(C)c3)no2)C(C)C)c1OC
→ 8.2	x	3.3	4.0	-5.1	x	x	x
> COC(=O)c1ccc(Cn2nnc3ccccc32)cc1
→ x	3.4	x	x	-2.8	2.7	1.6	-7.3
> COc1ccc(NC(=O)Nc2ccc3c(c2)C(=O)N([C@H](C)CO)C[C@@H](C)[C@H](CN(C)S(=O)(=O)c2ccc(F)cc2)OCCCC[C@H](C)O3)cc1
→ -2.5	1.1	-5.0	-0.4	16.4	x	1.0	-0.7
> O=C(Cn1c(NCCO)nc2ccccc21)c1ccc(Cl)cc1
→ -2.6	x	-0.3	2.7	-1.6	x	x	x
> COc1cccc(N(CC(=O)N2CCN(C)CC2)S(=O)(=O)c2ccc(C)cc2)c1
→ -7.2	x	-10.9	-2.0	-0.1	x	x	x
> COc1ccc(NC(=O)N2CCOCC2)cc1
→ -6.4	1.4	-1.0	-0.4	3.4	x	-0.8	-9.4
> COc1ccc(-c2nnc(SCc3csc(N)n3)n2C)cc1
→ 5.7	x	-4.3	3.4	-28.5	x	x	x
> Cc1nc(NC(=O)c2csc3ccccc23)sc1C
→ -3.0	x	7.0	-4.1	8.7	x	x	x
> COc1ccc(NC(=O)CCN2CCN(S(=O)(=O)c3ccc(C(C)C)cc3)CC2)cc1
→ -3.3	x	-11.9	1.1	-3.0	x	x	x
> O=C(NCCNS(=O)(=O)c1cccc(C(F)(F)F)c1)c1cc(OCC(F)(F)F)ccc1OCC(F)(F)F
→ -0.5	x	0.7	1.4	7.9	x	x	x
> CCn1c(CNc2ccc(Cl)cc2)nnc1SCCN1CCCCC1
→ 12.3	x	-4.1	-7.1	7.4	x	x	x
> c1ccc(N=NC2=NN(c3ccccc3)CS2)cc1
→ x	-1.8	-2.7	1.7	x	0.2	-0.7	-5.6
> CC(C)OCCCNC(=O)c1cn(C)c2ccc(S(=O)(=O)N(C)C3CCCCC3)cc2c1=O
→ -7.3	-3.7	-4.9	0.5	-1.7	x	4.2	-2.9
> C[C@H]1CN([C@@H](C)CO)C(=O)c2cc(NC(=O)C3CC3)ccc2O[C@H]1CN(C)Cc1ccc(C(=O)Nc2ccccc2N)cc1
→ x	0.5	x	x	x	1.4	-4.1	5.7
> C[C@@H]1CCCCO[C@H](CN(C)C(=O)Nc2ccc3c(c2)OCO3)[C@H](C)CN([C@H](C)CO)C(=O)c2cc(NC(=O)NC3CCCCC3)ccc2O1
→ -3.6	x	8.1	-2.0	2.5	-0.1	x	x
> CCOC(=O)c1oc2cc(O)c(CC)cc2c(=O)c1-c1cscn1
→ 2.9	4.0	-0.8	0.6	-6.8	-0.3	2.3	-4.6
> CC(C)(C)C(=O)Nc1ccccc1C(=O)Nc1ccccn1
→ -4.5	x	-10.3	5.1	-2.5	x	x	x
> COc1ccc(/C=C2\SC(=O)N(CC(=O)Nc3ccc(O)cc3)C2=O)cc1OC
→ -9.3	0.3	8.6	9.8	-1.4	0.2	-0.1	-0.4
> COc1cc(/C=N/Nc2nncc3ccccc23)cc(OC)c1OC
→ 46.2	4.2	5.9	-2.5	-2.6	x	1.3	0.3
> CC(C)(C)C(=O)NC1=NN(c2c(Cl)cc(Cl)cc2Cl)C(=O)C1
→ x	7.5	x	x	-2.6	x	-2.9	1.4
> COc1ccc(NC(=O)C2CC(=O)N(C(C)C)C2)cc1 (stereo unspecified)
→ -6.3	x	-5.5	-1.6	-12.2	x	x	x
> CCOc1ccccc1N1CCN(S(=O)(=O)c2ccc(Cl)s2)CC1
→ -0.5	x	-2.6	1.1	-8.2	x	x	x
> CC(C)CN(C[C@@H]1N[C@@H](CO)[C@H]1c1ccccc1)C(=O)CN(C)C
→ 1.4	-4.0	4.2	5.6	-17.9	0.0	0.5	-0.8
> N#Cc1cccc(-c2ccc3c(c2)[C@@H]2[C@@H](CCN2S(=O)(=O)c2ccccc2)[C@@H](CO)N3)c1
→ -0.1	9.2	4.7	0.9	-1.5	-0.3	0.3	-12.1
> COc1ccc(Cc2nc3ccc(C(=O)N(C)CC4COCCO4)cc3o2)cc1 (stereo unspecified)
→ 16.4	6.2	-4.7	3.8	x	0.5	-3.4	-12.7
> O=C(COc1ccc2ccccc2c1)NCC(=O)N/N=C/c1ccco1
→ -10.9	-0.6	8.7	-6.6	-2.2	x	10.7	-1.7
> CNS(=O)(=O)c1cc(N)ccc1C
→ x	3.0	x	x	3.3	1.1	-1.2	-15.8
> CN(C)S(=O)(=O)NC(=O)C1=C(N2CCCC2)COC1=O
→ -3.4	-2.4	1.0	3.4	-3.0	-0.1	2.6	-13.3
> CC(C)NC(=O)Nc1ccc2c(c1)C(=O)N([C@H](C)CO)C[C@H](C)[C@H](CN(C)Cc1ccc3c(c1)OCO3)O2
→ -1.6	2.4	12.5	7.4	-3.8	1.7	-0.8	-4.0
> CCCN(CC(=O)Nc1ccccc1C)C(=O)CCCNC(=O)c1ccc(Cl)cc1
→ 0.4	5.0	-14.0	1.1	-3.6	3.3	-3.3	-7.0
> CC1CCCC(C)N1C(=O)CN1C(=O)NC2(CCCCCC2)C1=O (stereo unspecified)
→ 3.1	5.5	-4.8	-6.5	x	2.7	0.0	-1.2
> O=C(NCCc1ccc(Cl)cc1)C1CCCN1C(=O)Nc1ccc(F)cc1 (stereo unspecified)
→ 6.1	-1.4	-5.3	-4.3	16.7	0.1	-1.2	0.7
> CC(C)Oc1ccc(/C=N/NC(=O)c2nnn(-c3nonc3N)c2CN(C)C2CCCCC2)cc1
→ 4.0	0.9	-13.0	1.4	-3.9	x	0.9	-5.9
> Clc1ccccc1Cn1nc(-c2ccccc2)nc1-c1ccccc1
→ x	-1.3	12.0	-7.7	-6.2	-0.3	0.3	-1.5
> O=C(COc1ncnc2ccccc12)NC1CCCC1
→ 2.2	1.9	2.4	-2.5	-4.1	0.0	1.9	-6.8
> COC(=O)c1cc2c(N)c(C(=O)c3ccccc3)sc2nc1C(OC)OC
→ x	7.1	x	x	-7.8	x	0.0	-63.5
> O=C(CSc1nnc(-c2ccc(Br)cc2)o1)N1CCN(C(=O)c2ccco2)CC1
→ -5.2	-3.9	-4.6	-0.3	5.6	x	-0.4	-13.3

Additional records
Order of values – esBAF inh	ERp5 block	RAD54 inh	PglD DTNB	ARNT TACC3 PPI	E-selectin induc	CASP6 VEID inh	RAD52 inh
> COc1cc2c(cc1OC)CN(Cc1cc(OC)c(O)c(OC)c1)CC2
→ 0.4	0.7	x	x	4.4	x	-2.2	-15.1
> Cc1cc(N2CCN(C(c3ccccc3)c3ccc(Cl)cc3)CC2)n2ncnc2n1 (stereo unspecified)
→ 1.9	-6.4	2.3	-1.1	3.2	-0.1	-1.5	-12.5
> O=C(Nc1nc(-c2ccc(F)cc2)cs1)c1cccnc1
→ 19.6	-2.6	3.1	3.4	-7.9	x	-1.2	-4.2
> O=S(=O)(NCCSc1ccccn1)c1ccc(Cl)cc1
→ x	x	1.4	-1.3	0.0	-0.5	x	x
> COc1ccc(CNC(=O)C2CCN(C(=O)c3csc(Nc4ccc(C)cc4)n3)CC2)cc1
→ 3.1	-3.0	-0.6	1.6	-0.9	0.4	0.6	-20.1
> CCOC(=O)CSc1nc2ccccc2c(=O)n1-c1ccc(C)cn1
→ 7.2	-0.8	-1.6	-0.1	-4.7	x	-3.2	-3.8
> CCOC(=O)c1ccc(NC(=O)c2ccc(CO)c(C(=O)NC3CCN(C(=O)OCC)CC3)c2)cc1
→ -1.7	x	8.5	9.7	-5.2	-0.2	x	x
> CC(Nc1nc(-c2ccc(F)cc2)cs1)c1nc2cc(Cl)c(Cl)cc2n1CCCO (stereo unspecified)
→ -8.0	1.9	3.9	0.8	-2.1	-0.2	2.4	-12.6
> O=C(C[C@@H]1C=C[C@@H](NC(=O)Nc2cc(F)ccc2F)[C@H](CO)O1)NCc1ccc2c(c1)OCO2
→ -0.2	1.5	-0.5	-0.9	6.2	-0.4	-2.9	-14.0
> C[C@@H]1CCCCO[C@H](CN(C)C(=O)Cc2ccccc2)[C@@H](C)CN([C@H](C)CO)C(=O)c2cc(NC(=O)Nc3cccc4ccccc34)ccc2O1
→ -3.0	-0.6	6.5	0.0	5.1	0.1	-2.9	1.6
> Cc1ccc(CNC(=O)c2cc3c(C)nc4ccccc4c3o2)cc1
→ -4.4	-2.0	-13.1	-1.6	-3.7	0.2	0.0	-6.4
